Bioassay records deposited in PubChem BioAssay by NCI.
rad50 – NCI yeast anticancer drug screen, S. cerevisiae rad50 strain | AID 155 | 79,000 tested, 10% active | growth inhibition, % at 50 µM;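 further: 0% = growth of vehicle-only cultures of the same strain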
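Readout: growth inhibition relative to vehicle-treated cultures. Compound exposure was carried out in a genetically defined yeast strain deficient in DNA damage repair.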
yeast mlh1 rad18 – NCI yeast anticancer drug screen, S. cerevisiae mlh1 rad18 strain. growth inhibition, % at 50 µM. 79,000 tested, 11% active;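 further: 0% = growth of vehicle-only cultures of the same strain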
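Compound-treated yeast growth, normalised to vehicle controls. Strain bears defined DNA repair mutations.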
yeast mec2-1 – NCI yeast anticancer drug screen, S. cerevisiae mec2-1 strain. AID 157. 79,000 tested, 9% active. % growth inhibition at 50 µM;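 further: 0% = growth of vehicle-only cultures of the same strain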
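Test agents were screened against the mec2-1 yeast strain, with defined DNA repair or cell cycle alteration. Growth was scored as inhibition against vehicle-only controls.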
cln2 rad14 – NCI yeast anticancer drug screen, S. cerevisiae cln2 rad14 strain; 78,000 tested, 8.3% active; AID 165; % growth inhibition at 50 µM;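 further: 0% = growth of vehicle-only cultures of the same strain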
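Growth inhibition, relative to vehicle-treated controls, is the read-out. The test organism is a yeast strain with defined genetic alterations, cln2 rad14.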
yeast bub3 – NCI yeast anticancer drug screen, S. cerevisiae bub3 mutant strain. 78,000 tested, 9.9% active. AID 167. growth inhibition, % at 50 µM;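 further: 0% = growth of vehicle-only cultures of the same strain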
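Inhibition values come from growth of compound-treated mutant yeast normalised to vehicle-treated controls.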
sgs1 mgt1 – NCI yeast anticancer drug screen, S. cerevisiae sgs1 mgt1 strain. growth inhibition, % at 50 µM. 78,000 tested, 10% active;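 further: 0% = growth of vehicle-only cultures of the same strain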
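Yeast cells carrying a defined DNA-repair defect were exposed to test compounds. Growth inhibition was measured relative to vehicle-treated controls.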
An asterisk follows results filed as active; nt = no result given; & = joins results of further samples. No stated cut-off is given here; in the data, active means growth inhibition above about 70%; inactive means the rest. An excerpt; count on the stated rates, not on these rows.

Compound	rad50	yeast mlh1 rad18	yeast mec2-1	cln2 rad14	yeast bub3	sgs1 mgt1
CN(C)/N=C/c1c[nH]c2ccccc12	-14	-8	-14	0	-18	-20
O=NN1CCOCC1	-36	31	11	-16	-2	15
CC(Cl)CN1COc2c3c(c4ccccc4c2C1)CN(CC(C)Cl)CO3 (stereo not drawn)	84*	82*	69	77*	66	83*
CC(C)COP(=O)(Cc1ccccc1)OCC(C)C	9	-6	6	12	5	0
CC1(C)C(=O)/C(=N\O)C[C@@]2(C)C1=CC[C@H]1[C@@H]3CC[C@H](O)[C@@]3(C)CC[C@@H]12	39	33	10	-54	7	6
NNc1nnc(NN)c2[nH]cnc12	1	-21	-2	13	22	1
O=C(CN1CCCCC1)c1ccc(Br)cc1	16	10	6	-21	-12	9
O=P1(N(CCCl)CCCl)N(Cc2ccccc2)c2ccccc2N1Cc1ccccc1	26	51	21	17	15	20
N#CCC(=O)N/N=C(\CCN1CCCC1)CC(c1ccccc1)c1c(O)c2ccccc2oc1=O (stereo not drawn)	22	19	-2	17	28	21
NC(=NCCCC(NCc1ccccc1)C(=O)O)N[N+](=O)[O-] (stereo not drawn)	16	16	18	17	7	17
CCCOC(=O)c1ccccc1N	6	-19	-1	-17	-5	-2
O=C1NC(=O)C(=Cc2c3ccccc3cc3ccccc23)C(=O)N1	-6	19	-3	-63	32	16
Cc1cccc(OP(=O)(Oc2cccc(C)c2C)Oc2cccc(C)c2C)c1C	-41	-36	-40	-7	-30	-12
NC(=O)C(Cl)c1ccccc1 (stereo not drawn)	-17	-9	-26	-24	-24	-25
C[n+]1cccc(C2CCC[N+]2(C)C)c1 (stereo not drawn)	4	-5	8	-11	-9	8
CCNC(C)(C)C(SS)c1ccc(Br)cc1 (stereo not drawn)	66	79*	57	35	85*	74*
COc1cc(CN2CCN(C)CC2)cc(OC)c1OC	-19	-11	-22	-22	-9	6
O=[N+]([O-])C1CC/C(=N/O)c2nonc21 (stereo not drawn)	0	19	10	20	5	18
CCOP(=O)(OCC)Oc1c(Cl)c(Cl)c(Cl)c(Cl)c1Cl	70*	79*	47	28	24	86*
CC(=O)[O][Hg][c]1c(C)c(C)cc(C)c1C	90*	76*	91*	86*	84*	88*
ClCCN1CCCCCC1	21	20	-3	-7	-16	22
COc1ccc2nc(C)cc(N/N=C/c3ccc(N(CCCl)CCCl)cc3)c2c1	62	39	32	49	48	-9
C[C@]12OC(=O)[C@]3(O)CC[C@H]4[C@@H](C[C@@H](O)[C@@]5(Cl)CC=CC(=O)[C@]45C)[C@]45OCC6C(=O)O[C@@H]1C[C@@]6(C)[C@H](C4=O)[C@@]32O5 (stereo partly drawn)	-35	-70	-28	-6	3	-1
COc1ccccc1-n1c(C)nc2ccccc2c1=O	-5	5	-20	3	20	6
CC1=CC2CC(C)=C(CC[C@]3(C)CC[C@H]([C@@H](C)C(=O)O)OO3)C(C)(C)C2CC1 (stereo partly drawn)	92*	91*	94*	91*	92*	93*
COc1ccc(C(CC(=O)O)CC(=O)N(CCCl)CCCl)cc1C (stereo not drawn)	64	24	26	27	64	17
O=C(N1CCCC1)C1(c2cccc(Cl)c2)CCNCC1	-26	-21	-53	0	-28	-16
CC(C)(O)c1ccc(C[N+](C)(C)C)cc1	7	-5	-10	-5	9	-13
N#CCN(CC#N)[N+](=O)[O-]	7	0	-5	-6	-26	-14
CC12CCC3C(CCC4CC(OC(=O)Cc5ccc(N(CCCl)CCCl)cc5)CCC43C)C1CCC(=O)N2 (stereo not drawn)	12	-5	11	6	7	8

Arranged by molar mass (smallest number first): 6 of the compounds above
Compound	rad50	yeast mlh1 rad18	yeast mec2-1	cln2 rad14	yeast bub3	sgs1 mgt1
CN(C)/N=C/c1c[nH]c2ccccc12	-14	-8	-14	0	-18	-20
CC(C)(O)c1ccc(C[N+](C)(C)C)cc1	7	-5	-10	-5	9	-13
COc1ccccc1-n1c(C)nc2ccccc2c1=O	-5	5	-20	3	20	6
NC(=NCCCC(NCc1ccccc1)C(=O)O)N[N+](=O)[O-] (stereo not drawn)	16	16	18	17	7	17
CCNC(C)(C)C(SS)c1ccc(Br)cc1 (stereo not drawn)	66	79*	57	35	85*	74*
CC(=O)[O][Hg][c]1c(C)c(C)cc(C)c1C	90*	76*	91*	86*	84*	88*

The listing picks up, starting 2 compounds before the break.
Compound	rad50	yeast mlh1 rad18	yeast mec2-1	cln2 rad14	yeast bub3	sgs1 mgt1
N#CCN(CC#N)[N+](=O)[O-]	7	0	-5	-6	-26	-14
CC12CCC3C(CCC4CC(OC(=O)Cc5ccc(N(CCCl)CCCl)cc5)CCC43C)C1CCC(=O)N2 (stereo not drawn)	12	-5	11	6	7	8
CC(=O)NC1=C(N2CC2(C)C)C(=O)C(NC(C)=O)=C(N2CC2(C)C)C1=O	6	15	11	13	4	10
O=NN1CCCNCC1	-4	4	-15	-42	15	-5
CCC(C)(C)OC(=O)CCl	0	-5	1	5	37	8
NP(=O)(Oc1ccccc1)Oc1ccccc1	16	30	15	4	-8	-8
Cc1ccc(OC(=O)Cc2ccccc2)cc1	-17	11	4	2	13	-5
O=C(NCCN1CCOCC1)c1cc(N(CCCl)CCCl)c([N+](=O)[O-])cc1[N+](=O)[O-]	16	28	7	24	33	17
C[As](c1ccc(Br)cc1)c1ccc(Br)cc1	4	53	26	52	-14	76*
O=C1C[C@H]2CCCN2[C@@H](c2ccccc2)C1	-19	-10	-21	11	-1	-19
CC1CCCCN1CC#CCN1CCCCC1C (stereo not drawn)	13	4	-16	20	14	12
O=C1NC(=S)NC(=O)C1=Cc1ccc2ccccc2n1	-8	-16	-1	8	-6	2
Clc1ccccc1C#[C][Hg][C]#Cc1ccccc1Cl	0	19	6	-5	-9	20
O=[P+](O)O[P+](=O)O.O=[P+](O)O[P+](=O)O.O=[P+](O)O[P+](=O)O.O=[P+](O)O[P+](=O)O.[Cl][Pt].[Cl][Pt]	-2	13	28	-33	18	26
CC(C)(N)C(O)c1ccccc1 (stereo not drawn)	4	2	10	9	-5	-3
CCCCCCCCCCC(C(=O)c1ccccc1)N1CCOCC1 (stereo not drawn)	-15	-8	-3	-8	4	11
CCOP(=O)(OCC)N1CC1c1ccccc1 (stereo not drawn)	-5	4	-8	-4	-16	5
CS(=O)(=O)OC1C2CC(C1OS(C)(=O)=O)C(c1ccccc1)C2C(=O)O (stereo not drawn)	25	34	21	12	-2	31
CCCC[C@H]1C(=O)O[C@H](C)[C@H](NC(=O)c2cccc(NC=O)c2O)C(=O)O[C@@H](C)[C@@H]1OC(=O)CC(C)C	18	44	12	16	14	31
CC(=O)N(N=O)c1cc(Cl)ccc1Cl	-3	-1	-11	-2	-6	3
O=c1oc2ccccc2n1P(=O)(Oc1ccc(Cl)cc1)n1c(=O)oc2ccccc21	-1	4	-4	54	-4	-22
COc1cc(/C=C(/C)[N+](=O)[O-])c([N+](=O)[O-])cc1OC	88*	72*	85*	15	67	72*
CCCCC(CC)C(=O)O.[Sn] (stereo not drawn)	-20	-16	-9	-10	-21	-10
CCCCC1CN1C(=N)OCC (stereo not drawn)	7	29	-1	59	1	15
[Cl][Co][Br].[NH-]CC[NH-].[NH-]CC[NH-]	-13	21	4	-42	36	14
CCN(CC)c1ccc(/C=C/C=C2C(=O)NC(=S)NC2=O)cc1	-7	-2	-3	16	9	6
CCCCCCCCCCCCCCCCCC(=O)CC(=O)C(F)(F)F (tested in a mixture with another compound)	22	33	10	20	5	39
COc1cc2c(c3c[n+](C)c4c5cc6c(cc5ccc4c13)OCO6)OCO2	92*	93*	95*	92*	93*	94*
CP(C)(=S)P(C)(C)=S	11	-18	6	-9	3	15
O=C(c1ccccc1)c1c(CC(O)c2cccnc2)n(C(=O)c2ccccc2)c2ccccc12 (stereo not drawn)	91*	91*	89*	56	88*	91*
CP1CCC(O)(c2ccccc2)CC1 (stereo not drawn)	13	18	6	8	5	4
CCCCN(C)C(=O)Oc1cccc(NC(=O)OC)c1	54	50	45	32	67	27
O=C1NC(=S)NC(=O)C1=Cc1ccc(-c2ccccc2)cc1	33	15	-12	16	13	17
CCCCCC(O)C1C(=O)OC(C)C(O)/C=C/C=C/C=C/C=C/C=C(\C)C(O)C(O)C(O)CC(O)CC(O)CC(O)CC(O)CC1O (stereo not drawn)	-2&-8&-6	1&-48&18	0&-20&-37	-4&-5&-14	11&4&-2	-33&-8&-2
CC(=O)Nc1cc([As]=O)ccc1O (stereo not drawn)	29	33	25	11	51	32
C=CCN(CC=C)CC(C(C)=O)C(c1ccccc1)c1c(O)c2ccccc2oc1=O (stereo not drawn)	85*	80*	74*	81*	79*	84*
CN=C1c2ccccc2C2(c3ccccc3)C1N2C (stereo not drawn)	3	0	7	-8	-35	13
OCC[N+]12CN3CN(CN(C3)C1)C2	22	16	6	17	5	20
CC1(C)S[C@@H]2[C@H](NC(=O)CCC[C@@H](N)C(=O)O)C(=O)N2[C@H]1C(=O)O	5	-10	-23	4	-10	1
COc1c2c(cc3c1OCO3)[C@]13C=C[C@H](OC)C[C@H]1N(C2)CC3O (stereo partly drawn)	17	-54	6	-1	2	4
CC(=[N-])CC(C)=O.CC(=[N-])CC(C)=O.[Cu+2]	15	8	14	-18	-4	11
COc1nc2ccccc2nc1N1CC1	-3	-2	-31	7	-25	-15
BrCC[N+]12CCCN1CCC2	-8	-31	-31	0	-7	3
CCOC(=O)C(NC(=O)C(Cc1ccc(N(CCCl)CCCl)cc1)NC(C)=O)C(C)C (stereo not drawn)	12&18	0&19	-1&11	-3&68	-23&19	-1&37
CCC(CO)N=Cc1ccccc1O.CCC(CO)N=Cc1ccccc1O.[Ni] (stereo not drawn)	40	26	1	-44	9	32
CC1=CC(=O)NP(=O)(Oc2ccc(Cl)cc2)N1 (stereo not drawn)	23	21	23	11	9	-8
CC(C)(CCO[N+](=O)[O-])C(=O)O	11	-4	-5	-30	-19	-6
O=C(CCl)Nc1ccc(Br)cc1	25	39	24	24	23	34
CC(C)(O)C1=CC23CC(C)(C(=O)O)C4CCCCC4(C)C2CC1OO3 (stereo not drawn)	21	25	-7	11	-10	32
N#C[S-].N#C[S-].[Ni+2].c1ccc([PH+](c2ccccc2)c2ccccc2)cc1.c1ccc([PH+](c2ccccc2)c2ccccc2)cc1	36	63	34	14	34	50
COC1OC(COC(C)=O)C(OC(C)=O)C(OC(C)=O)[C]1(OC(C)=O)[Hg][O]C(C)=O (stereo not drawn)	99*	100*	99*	99*	98*	100*
CCOP(=O)(CCBr)Oc1ccc([N+](=O)[O-])cc1 (stereo not drawn)	-18	-20	12	-3	7	-16
O=c1[nH]cc(Cn2cnc3ncccc3c2=O)c(=O)[nH]1	6	-16	8	40	-18	-2
CC1N=C(c2ccccc2)c2cc(Cl)ccc2NC1=O (stereo not drawn)	-23	-2	-25	-9	-40	-15
CC1(C)C(=O)C=CC2(C)C1CC(O)C1(C)C2CCC2(C)C(c3ccoc3)OC(=O)C3OC321 (stereo not drawn)	87*	44	86*	76*	82*	83*
O=[N+]([O-])c1ccc(N(CCO)CCO)c2c1no[n+]2[O-]	81*	79*	54	44	62	69
CNC(=O)Oc1ccc(C(C)=O)cc1	1	-1	4	-36	12	-4
Cc1cc(NC(=O)CCc2ccc(N)cc2)ccc1S(=O)(=O)F	90*	95*	95*	82*	95*	96*
CC[C@](C)(O)C(=O)O[C@H]1C(=O)O[C@@H]2C[C@H]3C(C)=CC(=O)[C@@H](O)[C@]3(C)[C@H]3[C@@]4(O)OC[C@]32[C@@H]1[C@@H](C)[C@H]4O	68	74*	47	72*	70*	62
CCCCOC(=O)c1ccccc1C(=O)O.[Mn]	-39	-3	-12	-13	-30	-6
CN1CCc2cc3c(cc2[C@H]1[C@@H]1OC(=O)c2c1ccc1c2OCO1)OCO3	-11	-41	-38	0	-29	-26
O=S(=O)(F)c1ccc2nc(-c3ccccc3)cc(Cl)c2c1	-5	-8	-18	nt	nt	nt
O=C(O)Cc1ccc([N+](=O)[O-])cc1[N+](=O)[O-]	4	-3	-14	-27	0	-7
CC(=O)Oc1ccc(C=C(C#N)C#N)cc1	41	15	7	-7	2	12
